# Compound activity as filed in PubChem BioAssay.
# Myeloid diff 2: promotes myeloid progenitor differentiation; ER-HoxA9 myeloid progenitors, lysozyme-GFP differentiation, flow cytometry; calls only at 10 µM; 360,000 compounds, 1% hits; AID 624256;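 active = normalized GFP-positive differentiation at or above the plate's own cutoff, the solvent-only control mean plus 3 SD; inconclusive = no clear call, values can overlap the other calls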;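 note: cells exposed to compound for four days before flow analysis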
# TNAP activation fold: stimulation of alkaline phosphatase TNAP activity – biochemical, luminescent, no phosphate acceptor, uHTS, primary screen (AID 1001) | purified TNAP, luminescent activation assay, no phosphate acceptor; higher activation fold means a stronger effect | 200,000 compounds, 0.03% hits | one-dose activation fold at 20 µM; EC50 in µM for titrated hits; in the data active = activation fold from about 3, or a potency from the dose series; inactive = the rest, 99 in 100 with activation fold below about 1.6; note: many of its hits are not listed in these tables
# M1AAP inhibition: P. falciparum M1AAP inhibitors, biochemical, fluorogenic H-Leu-NHMec substrate, 1536-well (AID 1445); recombinant M1AAP, H-Leu-NHMec fluorogenic kinetic assay; higher % means a stronger effect; inhibition, % at 30 µM; hits with a dose series show IC50 in µM; 220,000 compounds, 0.42% hits;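 active = primary inhibition above the hit cutoff, then over 50% inhibition at one or more dose response concentrations, cut at about 23% in these data, passing the limit was not always enough; inconclusive = conflicting primary data, or primary hits not chosen for dose response; inactive = low primary inhibition, or under 50% at every dose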;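 note: plate controls were DMSO full reaction for no effect and no enzyme background for full effect; strong numbers were not always called active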
# K1F lysis inhibition: protection from phage-mediated lysis, alamar blue read-out – E. coli UTI89, K1F phage, bacterial capsule biogenesis inhibitors (AID 488966) | E. coli UTI89 K1F phage lysis, alamar blue, 2 h; higher % means a stronger effect | one-dose inhibition, % at 100 µM; IC50 in µM for titrated hits | 340,000 compounds, 0.02% hits;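 active = phage lysis inhibition, versus mean bacterial control, above a set limit; inconclusive = no clear call, values can overlap the other calls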;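 note: capsule biogenesis inhibitors block K1F phage lysis so surviving cells raise fluorescence; higher fluorescence means more inhibition of phage lysis; actives were called in the ten point dose series up to 300 µM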
# Hep lipid drop: modulators of hepatic lipid droplet formation. AML12 mouse hepatocytes, oleate lipid droplets, BODIPY imaging. inhibition, % at 6.5 µM. 240,000 compounds, 0.4% hits. AID 1656;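 active = lipid droplet intensity inhibited by at least 50%, with more than 500 cells counted; inconclusive = wells with under 300 cells, treated as cytotoxic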
#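 Assay system: AML12 mouse liver cells | Compound dosing: One dose, 6.5 µM compound | Read-out basis: Droplet intensity reduction, % inhibition | Measured by: Fluorescence imaging, 20x objective, two fields per well | Schedule: Overnight treatment with compound plus oleate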
# WT yeast gro inh: growth inhibition of WT yeast, mitochondrial fusion screen. mitochondrial fusion phenotypic screen, WT strain. inhibition, % at 10 µM. 190,000 compounds, 2.1% hits. AID 1362; in the data active = inhibition above about 58%; tested in S. cerevisiae
# PMI inhibitors: inhibitors of human PMI, primary screen, biochemical, fluorescence intensity, coupled assay (AID 1209) | 190,000 compounds, 0.42% hits | inhibition, % at 20 µM; hits with a dose series show IC50 in µM | purified PMI enzyme, coupled fluorescence intensity; higher % means a stronger effect;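 note: plate controls were DMSO vehicle for no effect and wells lacking substrate for full effect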
# ER stress rescue: protection against thapsigargin-triggered cell killing – 384-well, CSM14.1, ATP luminescence, primary screen (AID 1222); 190,000 tested, under 10 active; CSM14.1 thapsigargin-induced death rescue, ATP luminescence; higher % means a stronger effect; one-dose cellular ATP content (survival), % at 20 µM; EC50 in µM for titrated hits;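 active = EC50 below 50 µM in the dose-response confirmation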;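 note: death triggered by thapsigargin at about 15 µM added after 2 h compound pretreatment; cell ATP read after overnight thapsigargin exposure of roughly 18 to 22 hours; normalized against plate controls of thapsigargin alone and 5% DMSO vehicle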
# PMI inhibition: human PMI inhibitors, high substrate, primary screen, biochemical, fluorescence intensity, high mannose 6-phosphate (AID 1220). recombinant PMI enzyme, coupled fluorescence intensity; higher % means a stronger effect. inhibition, % at 20 µM, or IC50 in µM where a hit was titrated. 190,000 compounds, 0.66% hits
# WT yeast gro inh mutant strain: further read-out of WT yeast gro inh, marked with its call; inhibition, %; mitochondrial fusion phenotypic screen, mutant strain inhibition
# Hep lipid drop cells 6.5 µM: second read-out of Hep lipid drop, no call of its own (marks repeat the call); cell count; measured here: cell count, cytotoxicity flag;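 cells counted across two imaged fields per well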
# Myeloid diff 2 GFP+ MAC1+ %: further read-out of Myeloid diff 2, marked with its call; GFP+ MAC1+ double positive, %; measured here: differentiation confirmed by MAC1 staining
# * marks the source's active call; other numbers are inactive results; i = inactive; ? = inconclusive; · = no result given; + = active, no number; [ ] = remark or other dose. Cut-off read from the data, not from the text of the source, unless noted: active = inhibition above about 50%; inactive = the rest.
SMILES,Myeloid diff 2,Myeloid diff 2 GFP+ MAC1+ %,TNAP activation fold,M1AAP inhibition,K1F lysis inhibition,Hep lipid drop,Hep lipid drop cells 6.5 µM,WT yeast gro inh,WT yeast gro inh mutant strain,PMI inhibitors,ER stress rescue,PMI inhibition
CC(NC(=O)c1nn(C)c(=O)c2ccccc12)c1ccc(F)cc1 (stereo unspecified),i,7.1,1.1,-7%,0.3%,-20,451,-40,-14,7%,-1.5%,4%
Cc1ncc(S(=O)(=O)c2ccccc2)c(-c2ccc(Cl)cc2Cl)n1,i,1.3,1,14%,-0.4%,·,·,-37,-6,2%,-2.8%,4%
O=C(CN1CCC(n2nnc3cc(C(F)(F)F)ccc32)CC1)Nc1ccc2c(c1)OCCO2,i,0.7,1.1,5%,0.8%,·,·,0,1,0%,2.8%,1%
CN([C@@H](Cc1ccc(OS(=O)(=O)c2cccc3cnccc23)cc1)C(=O)N1CCN(c2ccccc2)CC1)S(=O)(=O)c1cccc2cnccc12,?,·,1.1,2%,1.0%,·,·,-1,-14,14%,-0.9%,16%
COc1ccccc1N1CCN(C(=O)c2ccc(Cl)c(S(=O)(=O)NCc3ccco3)c2)CC1,+,2.2*,1.1,7%,-0.3%,5,810,0,-8,7%,4.2%,-1%
O=C(Cc1cccs1)N/N=C/C(Br)=C/c1ccccc1,i,2.6,1,1%,0.3%,·,·,-15,-20,4%,-4.2%,1%
N#Cc1c(-c2ccc(Br)cc2)nc2n(c1=O)CCCS2,i,9.4,1,4%,0.8%,·,·,8,22,6%,4.3%,5%
CCNC(=O)N(C)c1nncnc1C(=O)NC,i,0.4,1.1,6%,0.3%,·,·,-1,-6,2%,-1.6%,0%
Cc1ccc(C2CC(=O)N3CN(c4ccc(Br)cc4)CSC3=C2C#N)o1 (stereo unspecified),i,1.1,1,16%,0.1%,·,·,21,18,0%,-1.5%,-41%
C1CCCN(CCCCN2CCCCCC2)CC1,i,0.3,1.1,7%,0.5%,-1,640,-7,-6,-2%,0.7%,-5%
COCCNC(=O)C(OC(=O)c1cccs1)c1ccccc1 (stereo unspecified),i,0.3,1.1,2%,0.2%,·,·,1,28,7%,0.7%,2%
COC(Cc1nnc(SC)n1-c1ccc(Cl)cc1)OC,i,0.7,1,-2%,0.0%,·,·,-6,2,12%,4.2%,9%
CCOC(=O)C1=C(C)NC(=O)C(C(N)=O)C12CCCC2 (stereo unspecified),i,0.5,1.1,15%,3.4%,11,734,-27,-41,7%,-2.7%,0%
Cc1ccc(C)c(NCc2ccccc2CO)c1,i,0.5,1.1,8%,2.1%,-27,671,-5,-13,2%,0.1%,7%
Cc1ccccc1-c1nsc(SCC(=O)Nc2ccc3c(c2)OCO3)n1,i,1.4,1.2,4%,-3.0%,-3,664,3,-9,15%,-1.0%,14%
O=C(Oc1cccnc1)c1cccc(Cl)c1,i,6.4,1,-4%,3.9%,·,·,5,3,1%,-2.8%,2%
CCN(CC)S(=O)(=O)c1cccc(NC(=O)c2cc(-c3cccs3)nn2-c2ccccc2)c1,i,0.6,1.2,3%,0.7%[50 µM],11,642,-8,0,8%,2.8%,9%
CCCC(=O)Nc1c(-c2ccccc2)c(=O)c(C)nn1-c1ccc(Cl)cc1,i,0.4,1.2,9%,0.4%,18,595,-10,-9,2%,2.2%,-5%
COc1ccccc1NC(=O)CSc1nnc(-c2ccccc2)o1,i,3.0,1.2,4%,3.7%,·,·,12,13,1%,-0.7%,4%
CCO[C@H]1OC(C(=O)NC2CC2)=C[C@@H](c2ccc(Br)cc2)[C@@H]1CCCO,i,0.8,1,-5%,0.1%,14,665,-6,-8,13%,2.2%,2%
O=C(Nc1cccnc1)c1ccc(S(=O)(=O)c2ccc(Cl)cc2)cc1,i,0.2,1.1,6%,0.4%,-4,766,18,1,0%,1.5%,3%
CC(C)(C)c1nnc(NC(=O)Cc2ccccc2[N+](=O)[O-])s1,i,1.5,1.1,10%,2.0%,3,593,-9,-12,-6%,0.3%,-3%
Cc1ccc(-n2c3c(c(=O)[nH]c2=S)C(C(F)(F)F)(C(F)(F)F)NC(=O)N3)cc1,i,1.4,1.1,1%,4.4%,-2,819,-9,1,-23%,-1.5%,-25%
Cc1ccc(-n2nnnc2SCC(=O)Nc2cccnc2Cl)cc1,i,1.3,1.2,2%,0.5%,9,666,-1,-10,-5%,-6.0%,-3%
COc1ccc(C(=O)Nc2cnn(Cc3c(F)cccc3Cl)c2)cc1OC,i,0.5,·,3%,0.1%,4,673,·,·,·,·,·
Cc1c(C(=O)NCCN2CCOCC2)oc2ccc(S(=O)(=O)N3CCCCCC3)cc12,i,0.4,1,10%,0.3%,7,749,-2,10,12%,0.5%,10%
CCCCNC(=O)CN(c1cccc(F)c1)S(C)(=O)=O,i,0.8,1.1,-1%,3.4%,-6,725,-3,-8,-10%,-3.6%,-13%
CCc1nc(N2CCCCC2C(=O)O)c2oc3ccccc3c2n1 (stereo unspecified),i,0.6,·,9%,0.0%,12,636,·,·,·,·,·
CCOc1ccc(-n2cc(-c3ccccc3)c3c(N4CCOCC4)ncnc32)cc1,i,0.5,1.1,-5%,2.1%,11,646,59*,39*,9%,-3.2%,8%
CC(C)[C@H](NC(=O)c1ccccc1Cl)C(=O)Nc1nc(-c2ccccn2)cs1,i,0.8,1.2,-7%,0.6%,4,660,40,21,-19%,14%,-1%
CCN(CC)c1nc(-c2ccccc2)cc(C(F)(F)F)c1C#N,i,0.7,1.1,-3%,-0.1%,0,669,29,-9,15%,-1.4%,20%
CCOC(=O)c1[nH]c2ccccc2c1NC(=O)c1ccc2c(c1)OCO2,i,1.9,1.1,4%,-1.1%,·,·,-1,-7,1%,-1.5%,9%
CC(=O)C1=C(C)NC(SCC(N)=O)=C(C#N)C1c1cccs1 (stereo unspecified),i,3.0,1.1,2%,6.8%,5,761,-3,9,2%,3.3%,-38%
COc1ccc([C@H]2[C@H]3C=CC[C@@H](C)[C@@H]3C(=O)N2Cc2ccccc2)cc1Cl,i,2.3,·,-4%,-3.2%,-7,631,·,·,·,·,·
O=C(NC(=S)Nc1cccc2cccnc12)c1cccs1,i,1.1,0.9,·,1.1%,-10,709,11,9,·,-1.3%,·
O=C(N=Nc1c(O)[nH]c2ccccc12)c1ccc(CN2CCOCC2)cc1,i,0.4,1,7%,-3.0%,13,723,-1,10,6%,-6.3%,3%
CSCC[C@H](NC(=O)COc1ccc(Cl)cc1)c1nc2ccccc2[nH]1,i,0.7,1.2,13%,0.0%,-31,592,20,-10,27%,0.0%,13%
CON(C)c1nc(OCCNC(=O)OCc2ccc(Cl)cc2Cl)nc(N(C)C)n1,i,1.0,1.1,1%,0.0%,·,·,19,21,-2%,0.8%,-2%
C=CCSC1=N/C(=C\c2sccc2C)C(=O)S1,i,0.3,1,9%,0.6%,·,·,2,6,3%,-1.2%,4%
CCOc1ccc(Cc2c(Cl)nc(N)nc2Cl)cc1,i,0.6,1.3,0%,0.2%,-12,584,6,29,8%,0.1%,6%
Cc1ccccc1-c1nnn(C/C(N)=N/O)n1,i,0.3,1.1,·,0.2%,-4,726,20,14,11%,0.0%,10%
CC(C)(C)NC(=O)C12CC3CC(CC(Cl)(C3)C1)C2,i,0.2,1.1,8%,2.6%,9,676,1,-1,7%,-1.5%,1%
Cc1ccc2cc(C3CC(c4ccco4)=NN3S(C)(=O)=O)c(Cl)nc2c1 (stereo unspecified),i,0.3,·,3%,0.0%,-2,725,·,·,·,·,·
Cc1csc(NC(=O)CCS(=O)(=O)c2ccc(Br)cc2)n1,i,1.2,1.2,11%,0.1%,2,699,17,21,5%,-2.2%,3%
COC(=O)C1=C(C)N(CCc2ccc(OC)c(OC)c2)C(=O)/C1=C\c1ccc(O)cc1,i,0.4,0.7,3%,5.1%,-8,652,0,9,4%,-2.4%,6%
C1CNCCOCCNCCN1,i,0.2,1.3,-9%,1.9%,·,·,56,-1,-7%,5.5%,-6%
COc1ccc(CNC(=O)C(C#N)c2nc3ccccc3nc2N2CCCC2)cc1 (stereo unspecified),i,1.6,0.9,15%,0.1%,·,·,8,2,-10%,-2.8%,-19%
COc1ccc(-n2nc(C(=O)NCC(=O)NCC3CCCO3)c3ccccc3c2=O)cc1 (stereo unspecified),i,1.0,1.1,-8%,0.8%,3,742,-5,-1,15%,-2.7%,11%
Cc1cc(C2C(C#N)=C(N)OC3=C2C(=O)CC(C)(C)C3)c(C)s1 (stereo unspecified),i,0.6,1,10%,-0.1%,·,·,0,2,0%,0.5%,-6%
O=C(COC(=O)c1cccc(S(=O)(=O)N2CCN(c3ccc(F)cc3)CC2)c1)NCC1CCCO1 (stereo unspecified),i,0.2,1,9%,0.0%,1,666,0,13,7%,1.5%,4%
COC(=O)c1ccc(NS(=O)(=O)c2ccc3c(c2)oc(=O)n3C)cc1,i,2.2,1.2,2%,9.2%,·,·,-6,-2,11%,-0.5%,17%
COc1ccccc1C(=O)Nc1ccc(-c2nnn(CC(=O)NCc3ccco3)n2)cc1,?,·,·,4%,-0.2%,-3,681,·,·,·,·,·
COc1ccc(CNC(=S)Nc2cccc(C)c2C)cc1,i,1.7,1.1,2%,0.6%,·,·,43,-7,9%,0.1%,7%
CC(=O)/C(=N\Nc1ccc(Cl)cc1Cl)Sc1nnc(-c2ccccc2)n1-c1ccccc1,i,0.2,1,5%,0.9%[50 µM],6,632,10,25,15%,-2.2%,8%
O=C1c2cccc3cc([N+](=O)[O-])cc(c23)C(=O)N1/N=C/c1ccc(O)cc1O,i,1.4,·,6%,0.0%,-6,763,·,·,·,·,·
Cc1cc(C)c(C)c(OCCOCCN2CCN(C)CC2)c1,i,0.0,1.1,-1%,2.2%[50 µM],-15,607,1,-11,-21%,-0.3%,-16%
Nc1ccccc1Nc1cc(-c2ccccc2)nn1-c1ccccc1,+,1.0*,1.1,0%,-1.4%[50 µM],10,690,23,12,15%,-1.8%,9%
